V-ATPase pH: yeast V-ATPase proton transport regulation by pHLuorin; S. cerevisiae, pHLuorin cytosolic pH fluorescence; 350,000 compounds, 0.37% hits; response, % at 10 µM; AID 504577; in the data active = response mostly above about 7.3%, no sharp cut-off; inactive = mostly below about 5.4%; also: actives read high; inactives centre near 0; some compounds called inactive have numbers as strong as hits; reference of the scale not given here
LANA DNA inh: KSHV C-LANA DNA binding inhibition; MBP-C-LANA/FAM-LBS DNA binding, fluorescence polarization; inhibition, % at 9 µM; 340,000 compounds, 0.078% hits; AID 504423;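 active = highest replicate inhibition at or above 60% at 9 µM, even if other replicates fall short; inactive = all replicates below 60% inhibition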;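 also: 0% = neutral control wells and 100% = 4 µM acridine orange control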
MOR-DOR inv ag: inverse agonist of human OPRM1-OPRD1 heterodimerization; P35372+P41143; cell-based MOR-DOR heterodimer luminescence, inverse agonism; inhibition, % at 9.3 µM; 340,000 compounds, 0.21% hits; AID 504357; in the data active = inhibition above about 22%, passing the limit was not always enough;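 also: 0% = cells with DMSO and 100% = wells without cells with DMSO; values of inactives mirror those of a sister screen read the other way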
Wnt act: Wnt/beta-catenin pathway activation. Wnt/beta-catenin reporter cell assay, activator, plate reader. 300,000 compounds, 1.2% hits. activation, % at 9.35 µM. AID 743398; in the data active = activation above about 30%, passing the limit was not always enough;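 also: 0% = neutral control wells and 100% = positive control wells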
OPRM1-OPRD1 ag: OPRM1-OPRD1 heterodimerization agonism | P35372+P41143 | cells, luminescence | activation, % at 9.3 µM | 340,000 compounds, 0.3% hits | AID 504326; in the data active = activation above about 18%;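 also: 0% = vehicle-treated cells and 100% = reference agonist; values of inactives mirror those of a sister screen read the other way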
Arrestin-AP2 inh: human beta-arrestin and AP2 interaction inhibition. FITC-arrestin peptide / GST-AP2 beads, flow cytometry; AP2 beta2 appendage carries R879A mutation. inhibition, % at 10 µM. 340,000 compounds, 0.31% hits. AID 504490;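 active = inhibition above a set limit, near 3 SD of compounds lacking own fluorescence, cut at about 54% in these data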;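 also: plate controls were DMSO wells for no effect and 5 µM unlabelled arrestin peptide for full effect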
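System: GST-AP2 R879A bound to glutathione beads, E. coli-expressed. Also added: 50 nM FITC-arrestin peptide. Schedule: compound with beads 12 min RT, then probe 1 h RT. Signal: bead flow cytometry, FITC channel. Read-out basis: percent response.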
Pemphigus Ab inh: human desmoglein-3 autoantibody binding inhibition. 310,000 compounds, 0.48% hits. P32926. binding (percent of control), % at 10 µM. DSG3-coupled beads, scFv-anti-DSG3-GFP binding, flow cytometry; stronger effect = lower value. AID 588358;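 active = binding more than 3 SD below its plate's average and above zero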;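 also: hits lower antibody fragment binding to DSG3; some compounds called inactive have numbers as strong as hits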
Keap1 Nrf2 FP: Keap1-Nrf2 (human) interaction inhibition. 340,000 compounds, 0.15% hits. inhibition, % at 9.4 µM. Keap1 Kelch-Nrf2 peptide fluorescence polarization, 1536-well. Q14145; in the data active = inhibition above about 12%;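 also: human Keap1 Kelch domain with fluorescein labeled Nrf2 9mer peptide probe; 0% = neutral control wells and 100% = peptide positive control; higher means more block of Keap1 binding to Nrf2 peptide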
Target sequence (Q14145 whole entry, looked up, the tested form may be a part): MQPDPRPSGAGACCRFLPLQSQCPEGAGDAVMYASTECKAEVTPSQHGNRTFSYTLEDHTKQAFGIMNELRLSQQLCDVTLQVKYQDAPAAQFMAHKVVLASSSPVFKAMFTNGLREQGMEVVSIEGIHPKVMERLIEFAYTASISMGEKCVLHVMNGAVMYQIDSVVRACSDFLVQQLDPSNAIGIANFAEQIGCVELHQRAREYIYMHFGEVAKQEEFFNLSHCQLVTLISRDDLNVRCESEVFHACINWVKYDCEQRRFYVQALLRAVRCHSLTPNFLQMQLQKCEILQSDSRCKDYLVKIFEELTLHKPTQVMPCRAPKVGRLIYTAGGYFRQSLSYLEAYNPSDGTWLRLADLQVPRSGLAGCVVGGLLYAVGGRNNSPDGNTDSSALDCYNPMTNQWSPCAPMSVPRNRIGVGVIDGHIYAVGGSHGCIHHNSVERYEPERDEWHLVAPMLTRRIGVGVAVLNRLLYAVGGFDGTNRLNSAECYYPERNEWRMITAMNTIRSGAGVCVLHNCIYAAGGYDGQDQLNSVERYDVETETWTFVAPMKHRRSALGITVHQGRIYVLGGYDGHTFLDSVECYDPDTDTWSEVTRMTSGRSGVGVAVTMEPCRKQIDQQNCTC
RTF Ca sens inh: cardiac RTF calcium desensitization | P19429+P45379 | IANBD-labeled cardiac RTF, Ca2+ fluorescence | 340,000 compounds, 0.12% hits | inhibition, % at 7.15 µM | AID 493244;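 active = inhibition above the mean inhibition of all tested compounds plus 3 SD, cut at about 17% in these data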;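 also: assay run at fixed EC70 calcium of 1.6 mM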
cardiac RTF act: cardiac RTF calcium sensitization | P19429+P45379 | IANBD-labeled TnC RTF fluorescence at EC20 calcium; 0% EC20 calcium, 100% full calcium | activation, % at 7.2 µM | 340,000 compounds, 0.24% hits;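 active = activation above the mean over all tested compounds plus 3 SD, cut at about 30% in these data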;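 also: rise in fluorescence read as greater calcium sensitivity of cardiac thin filaments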
* = called active by the depositor; nt = not tested or not shown.

SMILES	V-ATPase pH	LANA DNA inh	MOR-DOR inv ag	Wnt act	OPRM1-OPRD1 ag	Arrestin-AP2 inh	Pemphigus Ab inh	Keap1 Nrf2 FP	RTF Ca sens inh	cardiac RTF act
O=C(CCC(=O)N1CCSc2ccccc21)NCc1cccc(Cl)c1	2	-0.5	11	-4	-2.2	-6	113	-4	-3	3
Cc1oc(-c2ccc(Cl)cc2)nc1CS(=O)CC(=O)NCCCN1CCN(Cc2ccccc2)CC1 (centres undefined)	-2	-0.6	-5	-9	1.0	-1	102	-4	-6	2
O=C(NC1CCCCC1)C1CCN(c2nnnn2-c2ccccc2)CC1	2	2.0	11	-2	-2.3	4	100	1	-9	-3
CCOC(=O)c1cc(-c2ccc(/C=N\n3cnnc3)o2)ccc1Cl	2	0.9	15	nt	-3.1	-66	107	0	-1	2
C=CCOc1cccc(NC(=O)c2ccccc2SC)c1	-10	-0.9	7	3	-1.3	7	102	5	-4	-4
Cc1ccsc1C(=O)Nc1ccccc1N1CCCC1	0	-2.5	-3	-7	0.6	34	145	0	10	-9
CCOC(=O)c1c(-c2ccccc2)csc1/N=C/C1C(=O)CCCC1=O	2	1.1	0	nt	-0.1	-7	nt	-10	-23	6
CC1CCN(c2ccc(NC(=S)NC(=O)c3ccc(-c4cccc([N+](=O)[O-])c4)o3)cc2)CC1	0	1.0	-1	nt	0.2	15	95	-4	1	-8
C[n+]1ccccc1C1CCCC/C1=N\NC(N)=S (centres undefined)	-4	16	2	-1	-0.3	-8	99	-2	2	4
O=C(CCC(=O)Nc1nnc(C2CCCCC2)s1)Nc1ccc(F)cc1	-3	1.2	13	0	-2.6	-13	102	0	0	3
O=C(Cn1cnc2cc([N+](=O)[O-])ccc2c1=O)Nc1ccc(Br)cc1	-5	0.0	-57	-3	11	3	96	-4	0	1
COc1cc(C(=O)Nc2sc3c(c2C(=O)O)CCC3)cc(OC)c1OC	-6	-1.1	-10	-3	1.2	26	120	0	-9	-4
O=C(Nc1cccc([N+](=O)[O-])c1)c1cccc(C(=O)Nc2cccc([N+](=O)[O-])c2)c1	-1	2.2	6	-1	-1.1	-6	144	5	0	-1
O=c1c(C=Nc2cccc(C(F)(F)F)c2)c[nH]n1-c1cccc(Cl)n1	-1	1.1	-11	-5	1.8	7	106	-2	-1	9
CCOc1ccc2nc(SC3CC(=O)N(c4cccc(OC)c4)C3=O)sc2c1 (centres undefined)	-1	0.5	-6	nt	1.2	4	102	0	1	1
O=C(CN1CCN(Cc2ccccc2)CC1)NCc1ccccc1Cl	0	-1.5	7	5	-1.1	38	nt	-5	-3	-9
Cc1cccc(NC(=O)NCc2ccc3c(c2)cc(C)n3C)c1	-1	-1.5	16	-7	-3.2	4	85	4	-2	-3
CN(CCc1cn[nH]c1)Cc1nc(Cc2ccccc2)no1	-3	-3.5	3	-2	-0.5	50	100	-4	0	1
CCCCCOc1ccc(Br)cc1CSC(=N)N	-2	0.2	-65	-41	13	17	106	-1	4	-5
COC(=O)c1cc(CNC(=O)CC(C)c2ccccc2)ccc1OC (centres undefined)	4	-0.3	19	6	-3.5	46	103	3	-15	-12
COc1cc(NC(=O)Cn2nnc(-c3ccncc3)n2)cc(OC)c1	1	-0.5	6	-2	-1.0	-9	103	-5	6	1
C=CCN1C(=O)CS/C1=C(\C#N)S(=O)(=O)c1ccc(C)cc1	-7	-1.4	2	nt	-0.5	14	129	-7	-4	1
CCCCNC(=O)c1ccc2c(c1)ncn2C1CCCC1	0	1.1	14	4	-2.6	0	103	-1	-6	2
Cc1c(-n2c(SCC(=O)NC(C)C)nc3ccccc3c2=O)c(=O)n(-c2ccccc2)n1C	1	0.2	9	0	-1.9	21	112	-5	3	4

A different layout for some results above.
Fields: V-ATPase pH	LANA DNA inh	MOR-DOR inv ag	Wnt act	OPRM1-OPRD1 ag	Arrestin-AP2 inh	Pemphigus Ab inh	Keap1 Nrf2 FP	RTF Ca sens inh	cardiac RTF act
- O=C(Nc1cccc([N+](=O)[O-])c1)c1cccc(C(=O)Nc2cccc([N+](=O)[O-])c2)c1
→ -1	2.2	6	-1	-1.1	-6	144	5	0	-1
- O=c1c(C=Nc2cccc(C(F)(F)F)c2)c[nH]n1-c1cccc(Cl)n1
→ -1	1.1	-11	-5	1.8	7	106	-2	-1	9
- CCOc1ccc2nc(SC3CC(=O)N(c4cccc(OC)c4)C3=O)sc2c1 (centres undefined)
→ -1	0.5	-6	nt	1.2	4	102	0	1	1
- O=C(CN1CCN(Cc2ccccc2)CC1)NCc1ccccc1Cl
→ 0	-1.5	7	5	-1.1	38	nt	-5	-3	-9
- Cc1cccc(NC(=O)NCc2ccc3c(c2)cc(C)n3C)c1
→ -1	-1.5	16	-7	-3.2	4	85	4	-2	-3
- CN(CCc1cn[nH]c1)Cc1nc(Cc2ccccc2)no1
→ -3	-3.5	3	-2	-0.5	50	100	-4	0	1
- CCCCCOc1ccc(Br)cc1CSC(=N)N
→ -2	0.2	-65	-41	13	17	106	-1	4	-5
- COC(=O)c1cc(CNC(=O)CC(C)c2ccccc2)ccc1OC (centres undefined)
→ 4	-0.3	19	6	-3.5	46	103	3	-15	-12
- COc1cc(NC(=O)Cn2nnc(-c3ccncc3)n2)cc(OC)c1
→ 1	-0.5	6	-2	-1.0	-9	103	-5	6	1
- C=CCN1C(=O)CS/C1=C(\C#N)S(=O)(=O)c1ccc(C)cc1
→ -7	-1.4	2	nt	-0.5	14	129	-7	-4	1
- CCCCNC(=O)c1ccc2c(c1)ncn2C1CCCC1
→ 0	1.1	14	4	-2.6	0	103	-1	-6	2
- Cc1c(-n2c(SCC(=O)NC(C)C)nc3ccccc3c2=O)c(=O)n(-c2ccccc2)n1C
→ 1	0.2	9	0	-1.9	21	112	-5	3	4

Remaining list, next part:
SMILES	V-ATPase pH	LANA DNA inh	MOR-DOR inv ag	Wnt act	OPRM1-OPRD1 ag	Arrestin-AP2 inh	Pemphigus Ab inh	Keap1 Nrf2 FP	RTF Ca sens inh	cardiac RTF act
O=C(NC1=NCCS1)c1ccncc1	-2	1.7	5	nt	-1.2	0	110	0	-9	-1
COc1ccc(-c2nnc(SCC(=O)NCc3cccs3)n2C)cc1	-1	0.3	9	-5	-2.1	4	nt	-1	-8	6
O=C(CSc1cn(CCNC(=O)c2ccccc2)c2ccccc12)NCC1CCCO1 (centres undefined)	1	1.9	13	-2	-3.9	-5	112	1	9	4
CCN(CC(=O)Nc1ccc([N+](=O)[O-])cc1OC)CC(=O)NC(C)(C)C	-1	-1.0	9	-3	-1.9	8	86	-3	-3	-3
Cc1cccc(CS(=O)(=O)c2ncc(Cl)c(C(=O)Nc3c(C)cccc3C)n2)c1	-1	1.3	20	-2	-4.1	37	108	-12	-27	-6
CCOc1ccc(-n2c(-c3ccc(Cl)cc3)c[n+]3c2SCC3)cc1	5	-0.7	1	0	-0.2	3	99	-9	-5	-3
CCOc1ccc(CCNC(=O)C2CC(=O)N(Cc3ccc(C)cc3)C2)cc1OCC (centres undefined)	-2	0.3	-3	-1	0.4	4	104	0	-3	-3
O=C(O)c1ccc2cccnc2c1O	0	1.1	-13	0	2.5	8	94	-5	-14	3
O=C(CSc1nnc(-c2cccs2)n1-c1ccccc1)c1ccc2c(c1)OCCO2	-1	2.6	7	-2	-1.4	1	nt	-6	-2	0
CCCCOC(=O)Cn1c(=N)n(CCN2CCOCC2)c2ccccc21	2	2.1	nt	nt	nt	-5	101	-2	-11	1
O=C(Nc1nc2ccccc2s1)c1ccc(F)cc1	-2	-1.0	-15	47*	3.0	9	110	-6	-10	-1
COc1cccc(N2CCN(C(=O)CNC(=O)c3sc4ccccc4c3Cl)CC2)c1	-1	0.9	15	-2	-2.7	2	nt	-7	3	-1
CC(C)C1Nc2ccc(C(=O)NC3CCCCC3)cc2NC1=O (centres undefined)	0	-0.9	6	nt	-0.8	1	nt	-3	5	-4
CCOC(=O)C1=C(CC)OC(N)=C(C#N)C1c1ccc(NC(C)=O)cc1 (centres undefined)	-4	0.1	11	1	-2.2	24	nt	0	5	4
CCc1nnc(NC(=O)CC(=O)Nc2ccccc2C(=O)O)s1	-1	0.9	14	-2	-2.8	34	98	0	1	2
CC(C)NC(=O)CSc1nc(-c2cccs2)cc(-c2ccccc2)c1C#N	1	0.5	7	2	-1.4	2	80	-3	3	1
Cc1ccc(C)c(CS(=O)(=O)c2cn(CC(=O)N3CCCCC3)c3ccccc23)c1	-2	0.0	16	-1	-3.0	-8	128	-6	-11	6
COc1ccc(OC)c(S(=O)(=O)N(C)CC(=O)Nc2ccc3c(c2)OCO3)c1	-1	-1.0	-8	nt	1.6	-1	96	2	-9	1
O=[N+]([O-])c1cc2c(cc1CN1CCN(c3ccccc3F)CC1)OCO2	-1	-6.5	-20	-1	3.7	31	103	1	-2	0
COc1ccccc1NC(=O)COc1ccc(-c2nn(C)c(=O)c3ccccc23)cc1	5	1.0	-23	1	2.9	-8	93	1	4	4
O=C(CSc1nnc(Cc2ccccc2)o1)Nc1ccc(N2CCOCC2)cc1	1	0.4	1	-1	-0.2	-18	nt	-8	-6	-1
O=C(O)c1cccc(-n2c(/C=C/c3cccc([N+](=O)[O-])c3)nc3ccccc3c2=O)c1	-5	1.1	-32	-2	6.5	3	97	2	-3	-4
CC(=O)c1cccc(NCC(=O)c2ccc(C)c([N+](=O)[O-])c2)c1	5	-1.4	15	-2	-3.3	1	81	-3	-9	2
CCCCc1ccc(NC(=O)CSc2nc(=O)n(CCCN3CCOCC3)c3c2CCC3)cc1	5	-1.5	-9	-5	1.4	-9	101	2	3	7
Cc1nc2ccccn2c1C(=O)NNC(=S)Nc1ccc(Cl)cc1	-1	0.2	30	-1	-5.7	-3	103	1	3	2
COCCn1c(SCC(=O)N2CC(=O)Nc3ccccc32)nc2ccccc21	-1	-0.2	7	1	-1.4	-1	104	-3	2	6
CN1CCN(CP(=O)(N2CCOCC2)N2CCOCC2)CC1	-2	-0.4	13	nt	-2.6	-4	104	3	-9	-3
Cc1ccc(CNc2nc(N)c([N+](=O)[O-])c(Nc3ccc(F)cc3)n2)cc1	0	-0.8	-3	0	0.5	2	97	-8	0	11
CC(C)[C@H](NC(N)=O)C(=O)Nc1ccc(OCc2ccccc2)cc1	-2	-0.7	9	0	-1.7	-8	103	0	5	1
COc1ccc(NC(=O)CCC(=O)N/N=C/c2ccc([N+](=O)[O-])s2)cc1	2	2.1	-11	nt	2.1	2	93	1	-4	4
CCC(Oc1ccccc1)C(=O)Nc1ccccn1 (centres undefined)	1	0.0	11	-1	-2.1	21	104	1	5	5
Cc1ccc(S(=O)(=O)N(C)Cc2cc3ccccc3[nH]c2=O)cc1	2	-1.6	4	nt	-0.9	5	107	-2	-4	-1
Cc1cc(=O)cc(C)n1-c1ccc(Br)cc1	-1	0.3	14	-3	-2.9	1	108	-4	7	6
